Compound activity (PubChem BioAssay)
SENP8 block-1 – blocks human SENP8 cleavage of Nedd8 substrate; recombinant SENP8, Nedd8 substrate fluorescence; AID 602440; Q96LD8; 0.64% of 360,000 active; inhibition, % at 20 µM; in the data active means inhibition mostly above about 40%, no sharp cut-off; inactive means mostly below about 27%
SENP8 block-2 – SENP8 protease inhibition; AID 2540; inhibition, % at 10 µM; 1.2% of 330,000 active; purified SENP8, Z-RLRGG-aminoluciferin cleavage, luminescence; Q96LD8; in the data active means inhibition above about 50%
Apaf-1 inh – inhibitors of human Apaf-1 apoptosome | reconstituted apoptosome caspase-3 activity, DEVD-Rh110 fluorescence | 0.71% of 330,000 active | inhibition, % at 20 µM; active means inhibition of at least 40% at 20 µM;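 further: plate controls were DMSO wells for no effect and DEVD-CHO caspase inhibitor wells for full effect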
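Material: reconstituted apoptosome with Apaf-1, cytochrome c, caspase-9, procaspase-3, dATP; medium: pH 7.5 Hepes buffer with CHAPS, BSA, DTT; also added: cytochrome c and DEVD-Rh110 substrate; timing: 30 min plus 50 min, RT; signal: Rh110 fluorescence intensity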
SENP1 FRET inh – inhibitors of human SENP1 SUMO protease catalytic domain. Q9P0U3. recombinant SENP1 catalytic domain, CyPet-SUMO1-YPet FRET cleavage. inhibition, % at 10 µM. 0.21% of 360,000 active. AID 624204;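 active means inhibition at least 30% at 10 µM, raw YFP signal under a set limit, fluorescence ratio 0.5 to 1.5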;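 further: 0% = enzyme with DMSO and 100% = no enzyme wells; some results filed as inactive read as strong as hits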
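material = recombinant human SENP1 catalytic domain, His6-tagged | quantity = 20 pM enzyme | reagent = 25 nM SUMO1 FRET substrate | compound dosing = 10 µM single point, 0.5% DMSO | timing = 50 min enzyme reaction, room temperature, light-protected | detection = FRET, CFP and YFP emission | control set = no-enzyme low, enzyme-DMSO high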
SENP6 block – inhibitors of human SENP6 protease | AID 2599 | 1.8% of 330,000 active | Recombinant SENP6 catalytic domain, aminoluciferin luminescence | inhibition, % at 10 µM | Q9GZR1;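 active means inhibition above about 50% at the single tested dose, limit read from the data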;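 further: plate controls were DMSO wells with enzyme for no effect and DMSO wells lacking enzyme for full effect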
SENP7 block – blocks the human protease SENP7; Q9BQF6; recombinant SENP7, Z-RLRGG-aminoluciferin luminescence, 40 min; inhibition, % at 5 µM; 1.5% of 330,000 active; AID 434973;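 active means inhibition above about 50% at the single test dose, limit read from the data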;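 further: plate controls were DMSO with enzyme for no effect and no enzyme buffer wells for full effect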
PfGluPho inh – PfG6PD (Plasmodium falciparum) enzyme inhibition | inhibition, % at 20 µM | 0.78% of 350,000 active | PfGluPho enzyme, NADPH resazurin-diaphorase fluorescence;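 active means inhibition reaching at least a set limit at 20 µM in the primary screen, cut at about 59% in these data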;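 further: 0% = DMSO wells with substrate and 100% = DMSO wells lacking glucose-6-phosphate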
HKDC1 inh – blocks human hexokinase HKDC1 activity; recombinant HKDC1, G6PDH/diaphorase resazurin coupled fluorescence; inhibition, % at 20 µM; 0.16% of 340,000 active;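 active means inhibition above about 35% when tested at 20 µM, limit read from the data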;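 further: plate controls were DMSO wells with enzyme for no effect and DMSO wells lacking enzyme for full effect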
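Test system: HK5 enzyme. Quantity: 5 µg/mL HK5 final. Reagent: glucose and ATP substrates. Schedule: 90 min reaction incubation at room temperature, dark. Technique: resazurin-to-resorufin fluorescence via G6PDH and diaphorase coupling, 525/613 nm. Control set: DMSO wells with and without enzyme mix.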
An asterisk follows results filed as active; i = inactive; / = not tested or not shown.

SMILES | SENP8 block-1 | SENP8 block-2 | Apaf-1 inh | SENP1 FRET inh | SENP6 block | SENP7 block | PfGluPho inh | HKDC1 inh
O=C(CCN1C(=O)COc2ccccc21)NCc1cccs1 | 7 | 2 | -3 | 4 | -14 | 1 | -4 | 14
CC(NS(=O)(=O)OCC(Cl)(Cl)Cl)c1ccc(C(C)(C)C)cc1 (configuration not stated) | 14 | / | / | 4 | / | / | 4 | 1
O=C(/C=C/c1ccc(S(=O)(=O)N2CCOCC2)cc1)NC(=S)Nc1ccc(N2CCOCC2)cc1 | 8 | 0 | 3 | 3 | 5 | 5 | -25 | 0
CCCCCCSc1cc(-c2nc3cnccn3c2NCc2ccccc2)ccc1OC | i | -5 | 36 | -27 | -10 | -2 | 19 | 5
CC1CCC(n2c(=S)[nH]c3ccccc3c2=O)CC1 (configuration not stated) | 24 | 0 | 11 | 0 | -14 | 4 | -10 | -5
CCC1(C(=O)OC)NC(c2ccco2)C2C(=O)N(c3ccc(C)cc3)C(=O)C21 (configuration not stated) | -2 | -9 | -1 | -4 | -10 | 0 | -11 | -2
CCn1c(=O)n(CC)c2cc(N3CCCC3)c(NC(=O)c3ccccc3Br)cc21 | 11 | -7 | 9 | 1 | 7 | 1 | 35 | 0
O=C(NCc1ccc(F)cc1)C(=O)NCC1OCCCN1S(=O)(=O)c1cccs1 (configuration not stated) | 3 | 1 | 9 | 0 | 0 | 1 | 0 | -2
Cc1cc(C)c2c(n1)nn1c(NCCN3CCOCC3)cc(C)nc21 | -306 | -7 | -10 | -47 | -5 | -8 | 1 | 10
CCOC(=O)c1ccccc1NC(=O)CSc1nncn1C | 5 | -2 | -2 | 1 | 34 | 6 | -6 | -6
Cc1cccc(OCC(=O)NCCCNC(=O)c2ccccn2)c1 | 9 | 2 | -5 | 0 | -5 | 1 | 5 | -3
CCOC(=O)c1cnn(-c2ccccc2)c1NC(=O)CN1CCCCC1 | 10 | -3 | -20 | -7 | 1 | -5 | -3 | -6
COc1ccc(/C=N/N=C/c2c[nH]c(=O)c(C#N)c2Nc2ccccc2)cc1 | 13 | -10 | 23 | -2 | -18 | -15 | -16 | -8
CCOC(=O)CS(=O)(=O)c1ccccc1 | 24 | 7 | -6 | 4 | 2 | 6 | -8 | -6
CCCC(=O)N1CCN(c2ccc(NC(=O)c3cccs3)cc2)CC1 | 6 | -1 | -18 | 3 | -6 | -4 | -11 | -8
CC(=O)SC1CC(=O)C=C2CCC3C4CCC(=O)OC4(C)CCC3C21C (configuration not stated) | 5 | / | / | -1 | / | / | 12 | -6
Cc1csc2c(N3CCCCC3)ncnc12 | 14 | 9 | -23 | 0 | 3 | 9 | 0 | 2
O=S(=O)(/C=C/c1ccccc1)NC1CCCCCC1 | 4 | -7 | 11 | 1 | -9 | -7 | 0 | -10
CCN(c1ccccc1)S(=O)(=O)c1ccc(Oc2ccc([N+](=O)[O-])cc2)nc1 | 6 | -4 | 11 | -1 | -8 | 5 | 12 | -1
COc1ccc(OC)c(-n2c(SCC(=O)NCc3ccco3)nnc2-c2c[nH]c3ccccc23)c1 | 9 | 5 | 7 | 2 | -2 | -4 | 20 | -2
CN(CC(=O)NCCc1ccc(F)cc1)Cc1cccc(Cl)c1 | 7 | -7 | 15 | -2 | -21 | -5 | -11 | -6
CCCO/N=C1/C(=O)N(c2ccccc2)c2ccccc21 | 6 | 2 | 4 | -1 | 13 | 0 | -14 | -3
CCN(CC(=O)Nc1c(F)cccc1F)C(=O)CCN1C(=O)c2cccc([N+](=O)[O-])c2C1=O | 8 | 5 | 1 | 36 | 6 | -1 | -4 | 3
Cc1ccc(NS(=O)(=O)c2c(C)[nH]c(C)c2C(=O)N2CCCCC2)c(Cl)c1 | 13 | -5 | -2 | 1 | -5 | 11 | -1 | -4
CC(=O)NCC(=O)N1CCCC(C(=O)c2ccc(-c3ccccc3)c(F)c2)C1 (configuration not stated) | 12 | 2 | -8 | 1 | 18 | 7 | -5 | -2

A run of entries of the results above, as a working copy:
SMILES | SENP8 block-1 | SENP8 block-2 | Apaf-1 inh | SENP1 FRET inh | SENP6 block | SENP7 block | PfGluPho inh | HKDC1 inh
CCN(CC(=O)Nc1c(F)cccc1F)C(=O)CCN1C(=O)c2cccc([N+](=O)[O-])c2C1=O | 8 | 5 | 1 | 36 | 6 | -1 | -4 | 3
Cc1ccc(NS(=O)(=O)c2c(C)[nH]c(C)c2C(=O)N2CCCCC2)c(Cl)c1 | 13 | -5 | -2 | 1 | -5 | 11 | -1 | -4
CC(=O)NCC(=O)N1CCCC(C(=O)c2ccc(-c3ccccc3)c(F)c2)C1 (configuration not stated) | 12 | 2 | -8 | 1 | 18 | 7 | -5 | -2

Next records
SMILES | SENP8 block-1 | SENP8 block-2 | Apaf-1 inh | SENP1 FRET inh | SENP6 block | SENP7 block | PfGluPho inh | HKDC1 inh
O=C(O)CSCC(=O)NCc1ccc(Cl)cc1Cl | 4 | 3 | -10 | 2 | 2 | 1 | -2 | 0
CCOc1ccc(NC(=O)CSc2nnc(-c3ccco3)n2N)cc1 | 3 | 3 | -6 | -1 | 1 | 3 | 3 | 0
Cc1ccc2nc(Nc3ccc(C)c(Cl)c3)c3nncn3c2c1 | -220 | -7 | 29 | -21 | -22 | -7 | -5 | 4
COc1ccc(OCCn2c(=O)sc3ccccc32)cc1 | 6 | -9 | 2 | 0 | -19 | -1 | 1 | 14
CC(C)(C)CC(=O)Nc1nnc(SCC(=O)NCc2cccs2)s1 | -2 | -4 | 6 | 2 | 14 | 7 | 1 | -9
O=C(NC1CCCC1)C(c1ccccc1F)N(C(=O)Cc1cccs1)c1ccc2c(c1)OCCO2 (configuration not stated) | 22 | 4 | 18 | 2 | -20 | 6 | -6 | 12
CCn1cc(C(=O)N(C)c2ccc(OC)cc2OC)c2cc(OC)c(OC)cc2c1=O | 15 | -4 | -1 | -2 | -21 | 1 | -4 | 3
O=S(=O)(c1ccc(Cl)cc1)N1CCC(N2CCCCCC2)CC1 | 10 | -12 | 4 | -2 | -20 | -7 | -12 | 2
Cc1ccc2sc(N(CCCN(C)C)C(=O)c3nc4ccccc4s3)nc2c1C | 10 | -8 | -2 | 2 | -6 | 6 | 7 | 3
COc1ccc(/C=N/n2cnc3c([nH]c4ccc(F)cc43)c2=O)cc1CN1CCCC1 | -19 | 5 | 15 | -3 | -10 | 1 | 7 | -2
CCOc1ccc(-n2c(C)nnc2SCC(=O)N(CC)CC)cc1 | 7 | 5 | -6 | 1 | 0 | 7 | 10 | -9
NS(=O)(=O)c1ccc(CNC(=O)c2cccc(S(=O)(=O)N3CCc4ccccc43)c2)cc1 | 1 | -9 | 2 | -3 | -6 | -3 | 7 | 6
Cc1onc(-c2ccccc2Cl)c1C(=O)NC1CCS(=O)(=O)C1 (configuration not stated) | 7 | 0 | -10 | 4 | 10 | 3 | -20 | -3
O=C(O)c1ccc(CSc2nnc(-c3ccccc3Cl)n2-c2ccccc2)cc1 | 1 | -8 | 4 | 1 | -11 | -4 | -24 | 6
Cc1sc(=NC(=O)c2ccco2)n(C)c1-c1ccc(Cl)cc1 | -293 | -4 | 0 | -1 | 2 | 8 | 2 | -7
CC(C)CC(=O)N(c1nnc(-c2cccnc2)s1)C1CCCC1 | -5 | 3 | -6 | -1 | -15 | -8 | -11 | 5
CC(C)C(NC(=O)c1ccccc1F)C(=O)NCc1ccc(F)cc1 (configuration not stated) | 6 | 3 | 4 | -1 | -11 | 2 | 0 | -3
COc1cccc2c1C(=N)c1c(O)c3c(c(O)c1C2=O)CC(O)(C(C)=O)CC3OC1CC(N)C(O)C(C)O1 (configuration not stated) | 38 | / | / | 12 | / | / | 60* | 10
COc1cc(OC)cc(C(=O)NCCCCc2ccccc2)c1 | 10 | -6 | 0 | 0 | -10 | 1 | -9 | 0
NC1=NC(=O)/C(=C/C=C/c2cccs2)S1 | -6 | -11 | -7 | -1 | -4 | 5 | -2 | 5
COc1ccc(C(=O)COC(=O)c2cccnc2Cl)c(OC)c1 | -5 | 11 | 10 | -7 | 35 | 25 | 2 | -8
OC(CSc1ccccc1)CN1CCN(c2cccc(Cl)c2)CC1 (configuration not stated) | 4 | / | / | 0 | / | / | 3 | -5
COc1ccc2nc(NC(=O)CSc3nc4cccnc4n3C)sc2c1 | 29 | -16 | 3 | -3 | -20 | -11 | 6 | -3
Cc1cc([N+](=O)[O-])ccc1NC(=O)CSc1nccc(=O)[nH]1 | 0 | 0 | -2 | 2 | 1 | -5 | -13 | -8
O=c1oc2ccc(C#CC3(O)CCCCC3)cc2cc1-n1cc(-c2ccsc2)nn1 | i | 5 | 21 | 8 | -4 | 6 | -7 | 1

Part of the list above in another layout.
Below each SMILES – SENP8 block-1 | SENP8 block-2 | Apaf-1 inh | SENP1 FRET inh | SENP6 block | SENP7 block | PfGluPho inh | HKDC1 inh
> COc1cccc2c1C(=N)c1c(O)c3c(c(O)c1C2=O)CC(O)(C(C)=O)CC3OC1CC(N)C(O)C(C)O1 (configuration not stated)
→ 38 | / | / | 12 | / | / | 60* | 10
> COc1cc(OC)cc(C(=O)NCCCCc2ccccc2)c1
→ 10 | -6 | 0 | 0 | -10 | 1 | -9 | 0
> NC1=NC(=O)/C(=C/C=C/c2cccs2)S1
→ -6 | -11 | -7 | -1 | -4 | 5 | -2 | 5
> COc1ccc(C(=O)COC(=O)c2cccnc2Cl)c(OC)c1
→ -5 | 11 | 10 | -7 | 35 | 25 | 2 | -8
> OC(CSc1ccccc1)CN1CCN(c2cccc(Cl)c2)CC1 (configuration not stated)
→ 4 | / | / | 0 | / | / | 3 | -5

Complete entries, looked up by structure:
COc1ccc(/C=N/N=C/c2c[nH]c(=O)c(C#N)c2Nc2ccccc2)cc1 in the list: SENP8 block-1 = 13; SENP8 block-2 = -10; Apaf-1 inh = 23; SENP1 FRET inh = -2; SENP6 block = -18; SENP7 block = -15; PfGluPho inh = -16; HKDC1 inh = -8
CCCC(=O)N1CCN(c2ccc(NC(=O)c3cccs3)cc2)CC1 in the list: SENP8 block-1 = 6; SENP8 block-2 = -1; Apaf-1 inh = -18; SENP1 FRET inh = 3; SENP6 block = -6; SENP7 block = -4; PfGluPho inh = -11; HKDC1 inh = -8

The list goes on.
SMILES | SENP8 block-1 | SENP8 block-2 | Apaf-1 inh | SENP1 FRET inh | SENP6 block | SENP7 block | PfGluPho inh | HKDC1 inh
COc1ccc(NC(=O)Cc2c[nH]c3ccccc23)cc1S(=O)(=O)N1CCOCC1 | 10 | -7 | 1 | 1 | 18 | 14 | 13 | -2
CCOC(=O)CNC(=O)CNC(=O)c1nn(-c2ccc(OC)c(Cl)c2)c(=O)c2ccccc12 | -298 | 7 | -10 | -1 | 10 | 0 | 0 | -8
CCn1c(C(=O)O)c(CC(=O)N(C)c2ccc(OC)cc2OC)c2ccccc21 | 14 | 5 | -2 | 2 | -19 | 6 | -5 | -2
Cc1c(Cl)c([N+](=O)[O-])nn1CCCC(=O)Nc1sc2c(c1C#N)CCC2 | 15 | 0 | -5 | 0 | -9 | 0 | 38 | -2
O=C(CN1C(=O)NC2(CCCc3ccccc32)C1=O)N1CCN(C(=O)c2ccco2)CC1 (configuration not stated) | 19 | 0 | 3 | -3 | 14 | 3 | -19 | -6
Cc1ccc(-c2noc(CN(C(=O)Cc3ccccc3)C(C)C)n2)cc1 | 8 | 6 | 13 | -2 | 0 | 4 | 4 | 14
